LGR2 antag – blocks bursicon-induced cAMP signaling via Drosophila LGR2; actives 0.35% (n = 380,000); HEK293 LGR2, CRE-luciferase, bursicon-stimulated, 4 h; inhibition, % at 9.99 µM;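 active = drop in luminescence signal, shown as inhibition above about 50% in the replicate tests, limit read from the data, passing the limit was not always enough; inconclusive = probably only some replicates passing the limit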;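 note: agonist challenge used bursicon conditioned medium at about half maximal strength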
esBAF inh – SWI/SNF esBAF complex inhibition; mouse ES cells, Bmi1-luciferase knock-in reporter, 24 h; 100% = twice the neutral-well signal; actives 2% (n = 350,000); reporter increase, % at 12.5 µM; in the data active = activation above about 40%; inconclusive = no clear call, values can overlap the other calls;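 note: 0% = median of the plate's neutral control wells and 100% = double that signal; a rise in the Bmi1 reporter signal indicates esBAF inhibition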
C2C12 statin – suppression of simvastatin myotoxicity | C2C12 myotubes + simvastatin, ATP luminescence, 48 h; scaled: DMSO 0, geranylgeraniol control 100 | rescue of ATP level, % at 7.49 µM | actives 0.78% (n = 330,000);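 active = mean ATP rescue above about 67%, or every replicate alone reaching that limit, limit read from the data, passing the limit was not always enough; inconclusive = no clear call, values can overlap the other calls; inactive = mean under the limit and some replicate under it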;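 note: myotubes were challenged with 10 µM simvastatin during compound exposure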
S100A4 MyoIIA – S100A4-myosin IIA interaction inhibition; S100A4/TAMRA-MyoIIA peptide fluorescence polarization; AID 652163; inhibition, % at 10.7 µM; P26447; actives 0.14% (n = 360,000);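 active = mean inhibition of at least 70% across replicates, with every replicate also reaching that level; inconclusive = mean inhibition reaches 70% but some replicates fall short; inactive = mean inhibition below 70%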
Target sequence (P26447 whole entry, looked up): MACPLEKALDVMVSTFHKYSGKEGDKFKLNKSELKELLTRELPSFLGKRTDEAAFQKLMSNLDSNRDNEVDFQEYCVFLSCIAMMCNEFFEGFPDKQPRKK
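Material: S100A4 monomer (human). Medium: Calcium-containing HEPES buffer, pH 7.2. Probe or stimulus: labelled myosin peptide probe, 5 nM. Compound dosing: one concentration per compound. Timing: polarization read 5 min after assay mix addition, stable 5–60 min. Benchmarks: DMSO as neutral control, TFP as positive control.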
SIRT5 block – blocks human SIRT5 desuccinylation of peptide; Q9NXA8; actives 1.1% (n = 330,000); AID 652115; Purified SirT5, succinyl-peptide AMC, trypsin-coupled fluorescence; inhibition, % at 15 µM; in the data active = inhibition above about 15%; inconclusive = no clear call, values can overlap the other calls
Target sequence (Q9NXA8 whole entry, looked up): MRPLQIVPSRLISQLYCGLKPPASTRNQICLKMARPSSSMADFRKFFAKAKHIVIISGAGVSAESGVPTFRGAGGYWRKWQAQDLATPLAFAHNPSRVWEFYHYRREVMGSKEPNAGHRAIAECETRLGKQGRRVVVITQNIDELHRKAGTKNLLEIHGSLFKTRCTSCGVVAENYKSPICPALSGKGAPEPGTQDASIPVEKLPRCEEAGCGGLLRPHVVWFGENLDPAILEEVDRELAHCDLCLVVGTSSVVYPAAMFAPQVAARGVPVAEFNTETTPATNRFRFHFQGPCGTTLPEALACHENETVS
FN deposit inh – fibronectin deposition inhibition. AH1F fibroblasts, Alexa488-fibronectin deposition fluorescence, overnight. inhibition, % at 12.6 µM. actives 0.086% (n = 350,000). AID 743247;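 active = mean inhibition across replicates of 30% or more, regardless of how many single replicates reach that level; inconclusive = mean under 30% yet at least half of replicates reach 30%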;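 note: positive control wells lacked labelled fibronectin entirely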
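Measured by – fluorescence 485/525 nm · System – AH1F fibroblast monolayer, labelled fibronectin deposition · Amount – 10000 cells per well · Buffer or medium – serum-reduced DMEM (2% serum) · Doses – single dose, pinned · Also added – fluorescent fibronectin at 24 nM final · Schedule – 1 h cell attachment, overnight exposure to compound and label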
Casp6 inh – blocks human caspase-6 cleavage activity. inhibition, % at 12.5 µM. P55212. actives 0.53% (n = 350,000). purified caspase-6, Z-VEID-R110 cleavage fluorescence;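 active = mean inhibition across replicates at least about 35%, with every replicate also reaching that limit, limit read from the data; inconclusive = only one of the two criteria met; inactive = neither criterion met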;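 note: 0% = median of neutral control wells and 100% = no fluorescence left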
Target sequence (P55212 24-179 limits assumed): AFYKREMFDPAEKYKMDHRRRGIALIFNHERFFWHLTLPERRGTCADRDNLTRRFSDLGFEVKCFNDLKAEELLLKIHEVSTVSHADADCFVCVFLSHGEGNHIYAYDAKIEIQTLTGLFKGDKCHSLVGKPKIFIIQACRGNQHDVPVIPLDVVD
Target sequence (P55212 194-293 limits assumed): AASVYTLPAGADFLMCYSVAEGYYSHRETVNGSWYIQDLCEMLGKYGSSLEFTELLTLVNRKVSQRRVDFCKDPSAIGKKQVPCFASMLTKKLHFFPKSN
* marks the source's active call; other numbers are inactive results; ? = inconclusive; . = no result given.

The first 2 compounds, to show the layout:
Field names: A = LGR2 antag; B = esBAF inh; C = C2C12 statin; D = S100A4 MyoIIA; E = SIRT5 block; F = FN deposit inh; G = Casp6 inh
COc1ccc(S(=O)(=O)N(C)C[C@H]2Oc3c(NC(=O)C4CC4)cccc3C(=O)N([C@@H](C)CO)C[C@H]2C)cc1
  A = 7	B = 2	C = 9	D = 4	E = 2	F = .	G = 3
CCC1Nc2ncnc(N3CCOCC3)c2N(Cc2ccccc2)C1=O (configuration not stated)
  A = -9	B = -1	C = -1	D = 2	E = -2	F = 9	G = 0

Main list, previewed entries included:
Field names: A = LGR2 antag; B = esBAF inh; C = C2C12 statin; D = S100A4 MyoIIA; E = SIRT5 block; F = FN deposit inh; G = Casp6 inh
COc1ccc(S(=O)(=O)N(C)C[C@H]2Oc3c(NC(=O)C4CC4)cccc3C(=O)N([C@@H](C)CO)C[C@H]2C)cc1
  A = 7	B = 2	C = 9	D = 4	E = 2	F = .	G = 3
CCC1Nc2ncnc(N3CCOCC3)c2N(Cc2ccccc2)C1=O (configuration not stated)
  A = -9	B = -1	C = -1	D = 2	E = -2	F = 9	G = 0
C=CCn1c(NCc2cc(C)ccc2O)nc2ccccc21
  A = -21	B = 3	C = -2	D = 3	E = -1	F = 6	G = 1
CCOC(=O)C1CCN(C(=O)C2CCN(S(=O)(=O)c3cc(Cl)ccc3OCC)CC2)CC1
  A = 0	B = -3	C = -2	D = -1	E = -4	F = -5	G = 0
CCn1c(SCC(=O)Nc2ccc3c(c2)OCCO3)nnc1C1CC1
  A = 7	B = -2	C = -3	D = 0	E = 0	F = -10	G = 0
O=C(NCC1CC1)[C@@H]1[C@@H](CO)[C@@H]2Cn3c(ccc(-c4ccccc4)c3=O)[C@H]1N2Cc1nccs1
  A = -17	B = 2	C = -7	D = -1	E = -39	F = .	G = 1
COc1ccc(S(=O)(=O)N(C)C[C@H]2Oc3ccc(NC(=O)Nc4c(C)noc4C)cc3C(=O)N([C@@H](C)CO)C[C@@H]2C)cc1
  A = 0	B = -2	C = 6	D = -9	E = -3	F = .	G = -2
O=C(Nc1nccs1)c1ccc(Cl)nc1
  A = -17	B = 16	C = 16	D = -5	E = 2	F = 1	G = 0
Cc1ccc(C(=O)OCC(=O)NC2CCCCCCC2)cc1C
  A = -6	B = -5	C = 4	D = -16	E = -2	F = -6	G = 0
CCOC(=O)N1CCN(S(=O)(=O)c2ccc(OC)cc2)CC1
  A = .	B = -4	C = -6	D = 3	E = -4	F = 9	G = 1
COc1cccc(NC(=O)CC(=O)c2ccccc2)c1
  A = -41	B = ?	C = 0	D = 1	E = 0	F = 6	G = 0
CCC(=O)N(C)C[C@H]1Oc2ncc(C#Cc3ccc(OC)cc3)cc2C(=O)N([C@@H](C)CO)C[C@H]1C
  A = -1	B = -1	C = 27	D = 3	E = -3	F = .	G = -1
O=S(=O)(Nc1cccc(-n2cnnn2)c1)c1cc(Br)ccc1Br
  A = -3	B = 0	C = -28	D = 1	E = -2	F = 0	G = 9
COc1ccccc1CNC(=O)CCS(=O)(=O)c1ccc2c(c1)CCN2C(C)=O
  A = 0	B = -2	C = 25	D = -1	E = -4	F = 15	G = -4
COc1ccccc1N1CCN(C/C(C)=C/c2ccccc2)CC1
  A = 5	B = -16	C = -4	D = .	E = .	F = -3	G = .
COc1ccc(-c2nnn(CC(=O)NCc3cccs3)n2)cc1OC
  A = .	B = 2	C = 17	D = .	E = .	F = -15	G = .
O=C(COc1ccc2ccccc2c1Br)Nc1cccnc1
  A = -10	B = 1	C = 0	D = -3	E = -1	F = 2	G = -1
O=C1CCCN1CCCN1C(=O)N[C@@H](Cc2ccccc2)C1=O
  A = .	B = 1	C = 4	D = .	E = .	F = 2	G = .
CCOC(=O)CN(C(=O)CNC(=O)c1ccco1)C(C(=O)NC1CCCC1)c1ccccc1OCC (configuration not stated)
  A = .	B = -3	C = -6	D = .	E = .	F = -6	G = .
CCC(NS(=O)(=O)c1ccc(OC)cc1)C(=O)O (configuration not stated)
  A = .	B = -4	C = 0	D = .	E = .	F = -5	G = .
CC[n+]1c(C)sc2c3ccsc3ccc21
  A = 24	B = -3	C = 22	D = -17	E = 2	F = 8	G = -1
O=C(c1ccc2c(c1)OCO2)N(CC1CCCO1)C1(C(=O)NC2CCCC2)CCCCC1 (configuration not stated)
  A = .	B = -6	C = -7	D = .	E = .	F = 1	G = .
CCN=C1SC(CC(=O)NCCc2ccc(OC)c(OC)c2)C(=O)N1CC (configuration not stated)
  A = -11	B = -3	C = .	D = -6	E = -7	F = 3	G = -2
C[C@@H]1CN([C@H](C)CO)C(=O)c2cc(NC(=O)Cn3cnnn3)ccc2O[C@H]1CN(C)S(=O)(=O)c1ccc(F)cc1
  A = -1	B = 0	C = -10	D = -11	E = -3	F = .	G = 6
O=C(Nc1ccccc1N1CCCC1)c1cc(S(=O)(=O)N2CCOCC2)ccc1Cl
  A = 18	B = -2	C = -2	D = -5	E = 1	F = -7	G = -124
Cc1cc(Nc2ccc(Cl)cc2)nc(N)n1
  A = .	B = 36	C = -4	D = .	E = .	F = 14	G = .
CO[C@H]1CN(C)C(=O)c2ccc(NC(=O)c3cnccn3)cc2OC[C@@H](C)N(CC2CC2)C[C@H]1C
  A = 8	B = .	C = .	D = 8	E = -2	F = .	G = 0
CC(=O)OCC(=O)[C@@]1(O)CC[C@H]2[C@@H]3C[C@H](C)C4=CC(=O)C=C[C@]4(C)[C@H]3[C@@H](O)C[C@@]21C
  A = 0	B = 7	C = -1	D = -1	E = 0	F = -3	G = -4
CC(C)NC(=O)N(C)C[C@H]1Oc2ccc(NS(=O)(=O)c3ccc(F)cc3)cc2C(=O)N([C@@H](C)CO)C[C@@H]1C
  A = -7	B = -1	C = 24	D = .	E = .	F = 0	G = .
CCn1c(COc2cccc3cccnc23)nnc1SCC(=O)O
  A = -1	B = 2	C = -11	D = 7	E = 1	F = -8	G = -1
CCCC(=O)Nc1ccc2c(c1)C(=O)N(C)[C@H]1CC[C@@H](CC(=O)NCc3ccccc3Cl)O[C@H]1CO2
  A = 11	B = 13	C = -4	D = -8	E = 8	F = 7	G = 4
CCOc1ccc(NC(=O)c2cc3c(C)nc4ccccc4c3o2)cc1
  A = 24	B = -9	C = -58	D = 0	E = -6	F = 0	G = -1
CN(C)CC(=O)N1CC(=O)N2[C@H](CO)[C@@H](c3ccc(/C=C/c4ccccc4)cc3)[C@H]2C1
  A = 8	B = .	C = .	D = -2	E = -5	F = .	G = -2
CCCC#Cc1cnc2c(c1)C(=O)N([C@@H](C)CO)C[C@H](C)[C@@H](CN(C)Cc1ccncc1)O2
  A = -4	B = -1	C = 17	D = 6	E = 0	F = -7	G = -2
Cc1ccc(/C=C/c2nc3ccccc3[nH]2)o1
  A = 4	B = .	C = .	D = -2	E = 1	F = 0	G = 2
COC(=O)C1=C(C)N(Cc2ccccc2C(F)(F)F)C(=NCc2ccc(OC)cc2)NC1c1ccccc1C(F)(F)F (configuration not stated)
  A = 7	B = .	C = .	D = -2	E = .	F = -9	G = 4
CSc1ccccc1OCc1cc(C(=O)N2CCc3c(Cl)cccc3C2)no1
  A = -4	B = -1	C = 0	D = 1	E = 0	F = 10	G = 64*
Cc1ccc(-c2c(C(=O)NC(C)C)oc(=O)c3ccccc23)cc1
  A = 7	B = -8	C = -11	D = -4	E = .	F = 1	G = 0
Cc1cc(C(=O)NCc2ccco2)c2ccccc2n1
  A = 13	B = 3	C = 3	D = -4	E = -11	F = .	G = -1
CN(C)CCCNC(=O)CC(c1ccc(F)cc1)c1ccco1 (configuration not stated)
  A = 2	B = -10	C = 4	D = .	E = .	F = .	G = .
COc1ccc(Cl)cc1NC(=O)N1CCN(c2ccccc2OC)CC1
  A = .	B = 10	C = 7	D = 5	E = -1	F = 10	G = 4
CCOc1ccsc1C(=O)OC
  A = 9	B = .	C = .	D = -2	E = -4	F = 2	G = -2
CCOc1ccc2nc(N(CCCN(C)C)C(=O)c3ccc(S(=O)(=O)N4CCCC4)cc3)sc2c1
  A = 4	B = -14	C = -14	D = -2	E = -1	F = 11	G = -2
c1ccc(CN(Cc2ccccc2)c2c3c(nc4ncnn24)CCC3)cc1
  A = -1	B = -5	C = 3	D = -7	E = 1	F = -4	G = 1
COC(=O)C1=C(C)N(Cc2cccc(C(F)(F)F)c2)C(=NCc2cc(OC)c(OC)c(OC)c2)NC1c1ccccc1 (configuration not stated)
  A = 4	B = .	C = .	D = 4	E = .	F = 4	G = 2
CCN(CC(=O)Nc1c(F)cccc1F)C(=O)CN1C(=O)c2ccccc2C1=O
  A = 6	B = 8	C = 6	D = 7	E = -5	F = -1	G = 4
CO[C@H]1CN(C)C(=O)c2cc(NC(=O)C3CC3)ccc2OC[C@H](C)N(C(=O)CN2CCOCC2)C[C@@H]1C
  A = 7	B = -5	C = 0	D = 12	E = -5	F = -2	G = .
Nc1nnc(-c2cccc([N+](=O)[O-])c2)s1
  A = -12	B = .	C = .	D = -15	E = -1	F = 19	G = -3
Cc1ccc(S(=O)(=O)N2CC[C@@H]3[C@@H](CO)Nc4ccc(C#Cc5cccc(F)c5)cc4[C@@H]32)cc1
  A = -15	B = -2	C = -3	D = -2	E = 7	F = 5	G = 4
CCOC(=O)C1=CCN(S(=O)(=O)c2ccc(C)cc2)C1c1cccc2ccccc12 (configuration not stated)
  A = 7	B = -2	C = -3	D = 2	E = -2	F = 1	G = 0

Following part:
Field names: A = LGR2 antag; B = esBAF inh; C = C2C12 statin; D = S100A4 MyoIIA; E = SIRT5 block; F = FN deposit inh; G = Casp6 inh
CC(=O)Nc1ccc(NS(=O)(=O)c2ccc(C)cc2)cc1[N+](=O)[O-]
  A = 3	B = 2	C = -3	D = -4	E = -3	F = 2	G = 0
C[C@H]1CN([C@@H](C)CO)S(=O)(=O)c2ccc(-c3cccc(F)c3)cc2O[C@H]1CN(C)S(=O)(=O)c1ccccc1
  A = 12	B = -1	C = -22	D = 5	E = -4	F = .	G = -2
CN1c2ccc(-c3cccc(F)c3)cc2[C@@H]2[C@@H](CCN2C(=O)C2CC2)[C@H]1CO
  A = -7	B = -6	C = 6	D = 7	E = 0	F = -2	G = 1
CN(C)c1ccc(NC(=O)/C=C/c2c(Cl)cccc2Cl)cc1
  A = .	B = .	C = .	D = 0	E = -1	F = 1	G = 0
COC(=O)CSC(=S)N1C(C)CCCC1C (configuration not stated)
  A = -17	B = .	C = .	D = -6	E = -4	F = -10	G = 0
O=C1CC(c2ccc(O)c(O)c2)Oc2cc(O)cc(O)c21 (configuration not stated)
  A = 14	B = 7	C = -7	D = -1	E = .	F = .	G = 14
CN(C)CCNC(=O)COc1cccc2c1OC(C)(C)C2
  A = 11	B = .	C = .	D = -5	E = -3	F = -7	G = -1
CCCNC(=O)C[C@H]1CC[C@H]2[C@@H](COC[C@@H](O)CN2C(=O)Nc2c(C)noc2C)O1
  A = -5	B = -8	C = 6	D = -5	E = 3	F = 6	G = 1
S=c1[nH]cc2cnccn12
  A = 17	B = .	C = .	D = 3	E = 0	F = 11	G = 1
Cn1cnc(S(=O)(=O)N2C[C@@H](O)COC[C@H]3O[C@H](CC(=O)NCc4cccc(F)c4)CC[C@@H]32)c1
  A = 3	B = 2	C = 15	D = .	E = .	F = -7	G = .
CCC(C)(C)NC(=S)Nc1ccccc1C
  A = 36	B = .	C = .	D = 0	E = 6	F = -3	G = -5
CS(=O)(=O)c1sc(C(=O)NC(=O)Nc2cccc(C(F)(F)F)c2)c2c1C=CCC2
  A = -2	B = .	C = .	D = -2	E = 1	F = -4	G = 2
CCOC(=O)c1c(NC(=S)NC(=O)c2ccc(Cn3cc(Cl)cn3)o2)sc2c1CCCCC2
  A = .	B = -6	C = -10	D = .	E = .	F = 1	G = .

An excerpt. The share of hits here may be higher or lower than overall.
